# NPY-Y2 PAM-ag = potentiators or agonists of human neuropeptide Y receptor Y2; P49146; cells expressing NPY-Y2, potentiator/agonist read-out; activation, % at 3.6 µM; hit rate 0.45% among 220,000; in the data active = activation above about 27%;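 also: cells stimulated with NPY near EC25 plus isoproterenol at EC100; 0% = vehicle plus submaximal agonist and 100% = vehicle plus saturating agonist; some results beyond the cut were filed as inactive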
# Target sequence (P49146 whole entry, looked up): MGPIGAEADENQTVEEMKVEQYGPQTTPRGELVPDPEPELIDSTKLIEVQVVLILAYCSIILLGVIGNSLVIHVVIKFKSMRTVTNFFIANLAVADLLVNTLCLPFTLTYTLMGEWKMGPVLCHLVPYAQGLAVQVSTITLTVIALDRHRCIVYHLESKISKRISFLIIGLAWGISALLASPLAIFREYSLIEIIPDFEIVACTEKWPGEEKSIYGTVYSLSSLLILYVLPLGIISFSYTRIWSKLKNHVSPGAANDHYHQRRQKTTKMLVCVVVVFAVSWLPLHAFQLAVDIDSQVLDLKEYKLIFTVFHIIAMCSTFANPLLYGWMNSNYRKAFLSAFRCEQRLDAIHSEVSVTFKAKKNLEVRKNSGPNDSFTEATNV
# RBBP9 inhibitor = inhibitors of human serine hydrolase RBBP9; inhibition, % at 7.94 µM; AID 1515; hit rate 0.2% among 220,000; O75884; recombinant RBBP9, FP-Rh probe fluorescence polarization;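 active = inhibition above the campaign mean of all tested compounds plus 3 SD, cut at about 14% in these data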;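 also: plate controls were DMSO wells with RBBP9 for no effect and wells lacking RBBP9 protein for full effect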
# Target sequence (O75884 whole entry, looked up): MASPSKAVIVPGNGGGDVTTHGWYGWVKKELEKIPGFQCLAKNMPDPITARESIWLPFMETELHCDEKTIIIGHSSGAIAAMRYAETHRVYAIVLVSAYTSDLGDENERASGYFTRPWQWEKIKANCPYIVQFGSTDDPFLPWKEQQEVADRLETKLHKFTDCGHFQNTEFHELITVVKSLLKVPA
#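 Test system: recombinant human RBBP9; Timing: 30 min then 45 min, 25 °C; Detection: fluorescence polarization; Control set: RBBP9 with DMSO as uninhibited control, no-protein wells as full inhibition; Compound dosing: one concentration, 7.94 µM nominal, 0.794% DMSO; Probe or stimulus: FP-Rh activity-based probe, 375 nM before mixing.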
# Hck-Nef inh = blocks Nef-activated human Hck kinase. P08631. Recombinant Hck-YEEI plus Nef, Z-Lyte FRET kinase assay. inhibition, % at 20 µM. hit rate 0.68% among 220,000. AID 463187;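 active = Hck-Nef kinase inhibition above about 50%, limit read from the data; inactive = inhibition below that limit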;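 also: 0% = DMSO with Hck plus Nef and 100% = Hck alone without Nef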
# NPY-Y1 antag = blocks the human neuropeptide Y Y1 receptor. P25929. HEK293-CNG Y1 cells, membrane potential fluorescence; NPY at EC95, then isoproterenol. inhibition, % at 3.6 µM. hit rate 1% among 200,000. AID 1040;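 active = inhibition above the campaign mean inhibition of all tested compounds plus 3 SD, cut at about 20% in these data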;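 also: 0% = DMSO wells given NPY plus isoproterenol and 100% = isoproterenol alone without NPY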
#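 material = HEK293 cells with Y1 receptor plus CNG channel | also added = NPY 25 nM then isoproterenol 1 µM plus Ro 20-1724 25 µM | schedule = dye 3 h, compound 60 min room temperature, stimulation 45 min | measured by = membrane potential fluorescence | benchmarks = high control isoproterenol alone, low control NPY with isoproterenol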
# MDM2 E3 inh = inhibitors of human Mdm2 E3 ubiquitin ligase | hit rate 0.11% among 210,000 | cell-based MDM2 ubiquitination luciferase reporter, 2 h; 0 = plate control, 100 = twice control, blank-subtracted | signal enhancement, % at 5 µM;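 active = signal enhancement of 30% or more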;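 also: luminescence tracks abundance of the self-degrading MDM2-luciferase fusion protein; higher signal means inhibition of MDM2 E3 ligase activity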
# Target sequence (Q00987 whole entry, looked up, the tested form may be a part): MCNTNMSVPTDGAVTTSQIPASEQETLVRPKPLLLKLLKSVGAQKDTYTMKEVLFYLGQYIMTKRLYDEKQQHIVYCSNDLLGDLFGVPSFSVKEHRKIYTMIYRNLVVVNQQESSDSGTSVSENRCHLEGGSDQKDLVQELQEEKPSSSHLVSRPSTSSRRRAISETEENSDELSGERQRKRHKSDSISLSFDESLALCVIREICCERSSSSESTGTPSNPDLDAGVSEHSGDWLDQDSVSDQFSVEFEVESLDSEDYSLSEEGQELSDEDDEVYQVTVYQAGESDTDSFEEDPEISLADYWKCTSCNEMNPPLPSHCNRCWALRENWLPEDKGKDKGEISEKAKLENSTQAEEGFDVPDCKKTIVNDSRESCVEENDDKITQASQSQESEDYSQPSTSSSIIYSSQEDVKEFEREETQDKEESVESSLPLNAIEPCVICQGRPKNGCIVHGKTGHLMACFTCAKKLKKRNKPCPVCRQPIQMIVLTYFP
#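 Buffer or medium: Cells held in DMEM | Assay system: Stable mammalian line carrying autodegrading MDM2–luciferase fusion reporter | Quantity: 2000 cells/well | Times: 4 h settle plus 2 h compound, 37 °C | Doses: One concentration, 5 µM, with 0.2% DMSO | Technique: Luminescence with SteadyLite reagent, 15 min at room temperature | Benchmarks: Plate controls and plate blanks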
# NPY1 pot ag = human NPY-Y1 potentiation or agonism, primary screen; P25929; NPY-Y1 expressing cells, potentiator/agonist activation; activation, % at 3.6 µM; hit rate 0.37% among 220,000; in the data active = activation above about 33%, passing the limit was not always enough;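 also: cells stimulated with NPY at EC10 then isoproterenol at EC100; 0% = low agonist plus stimulus and 100% = saturating agonist plus stimulus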
# Runt-SMMHC FRET = blocks binding of human RUNX1 Runt domain to CBFb-SMMHC; Q01196+Q13951; AID 1434; inhibition, % at 20 µM; Cerulean-Runt/Venus-CBFb-SMMHC FRET ratio 530/480, 1 h; hit rate 0.74% among 220,000;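 active = mean inhibition across duplicate retests at 20 µM reaching about 50%, limit read from the data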;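 also: 0% = DMSO wells and 100% = wells with excess untagged CBFb-SMMHC; inhibitors lower the FRET ratio by blocking Runt binding to CBFb-SMMHC; some results filed as inactive read as strong as hits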
# Runt-CBFb FRET = Runt domain-CBFb interaction inhibition. Cerulean-Runt/Venus-CBFb FRET ratio 530/480, 1 h. inhibition, % at 20 µM. hit rate 0.46% among 220,000;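 active = inhibition over about 50% at 20 µM in the single-dose screen, limit read from the data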;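 also: 0% = DMSO wells and 100% = excess unlabeled CBFb competitor control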
#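 test system = Cerulean-Runt domain fusion protein, energy donor | probe or stimulus = Venus-CBFb binding partner, 100 nM | incubation = two 1 h room-temperature incubations shielded from light | detection = fluorescence energy transfer, 422 nm excitation, 530/480 nm emission | measure = loss of energy transfer signal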
# p97 ATPase inh = blocks human p97 ATPase activity. recombinant p97 ATPase, Kinase-Glo ATP luminescence, 3 h. inhibition, % at 8 µM. hit rate 0.42% among 220,000. P55072; in the data active = inhibition above about 15%;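 also: 0% = DMSO vehicle and 100% = wells lacking enzyme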
# * hit, by the source's call; . = not tested or not shown; & = joins results of further samples. No enrichment for hits; overall some 3.5% were active at least once.
SMILES,NPY-Y2 PAM-ag,RBBP9 inhibitor,Hck-Nef inh,NPY-Y1 antag,MDM2 E3 inh,NPY1 pot ag,Runt-SMMHC FRET,Runt-CBFb FRET,p97 ATPase inh
Cc1cccc(C)c1NC(=O)CSc1nnc(-c2ccco2)n1N,5,0,-1,2,-10,-19,1,-1,4
CNC(=O)c1ccc(-c2ccc(OC)cc2)s1,16,-9,0,-2,-39,21,2,-1,5
Cc1ccc(C(=O)Nc2cccc(C(=O)O)c2)cc1,-9,-10,2,2,-24,-13,0,0,-6
CCOC(=O)c1ccc(CN(Cc2ccc(C)cc2)S(=O)(=O)c2cccc([N+](=O)[O-])c2)cc1,10,5,-1,0,-9,-15,3,-2,4
CCC(=O)NC1(C(F)(F)F)C(=O)Nc2c1c(=O)[nH]c(=O)n2CC(C)C (centres undefined),8,-3,-6,.,-11,7,1,-2,10
O=C(NCCc1ccccc1)c1ccccc1NS(=O)(=O)N1CCCC1,1,-1,0,1,-9,9,-1,3,1
COc1cc(/C=N/NS(=O)(=O)c2ccc(C)c([N+](=O)[O-])c2)ccc1O,-12,-4,-10,4,-4,-18,-6,2,1
Cc1ccc(-c2csc3nc(C)n(N)c(=O)c23)o1,7,0,17,6,-31,19,4,9,7
CN(C)CCOC(=O)C1(c2ccccc2)CCOCC1,-12&-30,-4&0,-1&0,-2&2,-11&0,-3&22,2&2,0&-1,-3&1
O=C(NCC(c1cccnc1)N1CCOCC1)c1ccco1 (centres undefined),-3,6,0,2,-1,18,4,0,5
COc1cc2nc(CN(C)Cc3ccc(F)cc3)[nH]c(=O)c2cc1OC,7,-9,26,-6,-4,5,-2,-1,4
N#CC1=C(N)Oc2nc(-c3ccccc3)[nH]c2C1c1cccnc1 (centres undefined),14,6,0,12,-8,21,3,1,6
Cc1ccc(-c2cc(C(=O)NC3=NCCS3)c3ccccc3n2)cc1C,-1,-12,6,-3,4,8,-1,-2,0
C=CCn1c(SCC(=C)C)nc2c1c(=O)[nH]c(=O)n2C,.,.,30,.,-5,.,-2,1,.
CCOC(=O)Cc1csc(SC(C)C(=O)Nc2ccc(NC(C)=O)cc2)n1 (centres undefined),-10,-4,0,1,-1,-3,-2,1,-5
O=C(COc1cccc2cccnc12)N/N=C1\SCC(=O)N1Cc1ccccc1,-2,-5,4,1,-14,-8,0,-1,5
CCOc1ccc(N(Cc2cc3ccc(C)cc3[nH]c2=O)S(C)(=O)=O)cc1,3,-7,-14,2,-1,-13,-1,-3,-4
O=C(c1cccc(C(F)(F)F)c1)C1CCCN(C(=O)CCCN2CCCC2=O)C1 (centres undefined),-7,-1,16,9,0,8,-1,-2,2
Cc1cc(C(=O)C(=O)NC(C)C)c(C)n1-c1ccc([N+](=O)[O-])cc1,8,1,1,-1,-6,-4,0,-2,0
CC(C)NC(=O)CSc1nc2ccccc2n1CC(=O)N(C(C)C)C(C)C,3,-3,-58,-4,-1,13,-1,-3,2
CC(C)CCN1C(=O)c2ccccc2C1C(=O)NCc1cccnc1 (centres undefined),9,0,-3,-2,0,-6,-4,2,0
CSc1nsc(/C=C/Nc2ccc(C(=O)O)cc2)c1C#N,3,-4,21,-1,-72,17,-1,1,-2
CCN(CC)S(=O)(=O)c1cccc(C(=O)Nc2cc(C)cc(C)c2)c1,2,-6,1,0,1,2,-4,-4,1
Cn1nnnc1SCc1cc(=O)[nH]c2ccccc12,3,3,-1,-1,-6,5,-2,2,2
CC[n+]1cccc(-c2nc3ccccc3s2)c1,8,-8,20,-4,-14,-5,8,0,3
CCC(C)C(=O)Nc1nnc(SCC(=O)Nc2ccccc2F)s1 (centres undefined),-20,2,6,10,-7,-2,-1,-3,-4
S=C(NCc1ccc(Cl)cc1Cl)Nc1ccccc1,-2,-8,2,-1,-12,-22,-1,-1,1
O=c1c(Cc2c(F)cccc2Cl)c(O)ccn1C1CC1,-11,-2,9,2,0,2,3,1,1
COc1ccc(C(=O)N2CC3(CC(c4ccc(Cl)cc4)=NO3)C[C@H]2C(=O)NCC(N)=O)cc1 (some centres undefined),2,2,1,2,-16,-10,-1,0,-3
O=C(Nc1ccc(SC(F)F)cc1)C1=COCCO1,4,-5,0,0,-29,14,0,1,0
Cc1ccccc1-c1nc(-c2ccc(NC(=O)c3ccc4c(c3)OCO4)cc2)no1,8,-2,14,9,-12,-15,-1,3,4
CCOCCCNC(=O)/C(C#N)=C/c1cc(C)c(O)c(C)c1,-11,-2,19,3,2,12,47,20,2
CSc1nc2nccc(-c3ccc4c(c3)OCO4)n2n1,-3,0,-3,-3,15,-5,-1,2,2
Cc1ccc(NC(=O)Cn2cc3c(n2)CCC(C)C3)cc1 (centres undefined),-13,-3,-2,2,9,-23,-2,2,-5
Cc1ccc(C2=NC(C)(C)NC2=O)cc1,0,6,-1,-2,-11,-22,2,3,4
Cc1ccc(C(=O)Oc2ccccc2N2C(=O)C3CCC(C)CC3C2=O)cc1 (centres undefined),-7,2,2,3,-13,4,3,-1,2
CCOC(=O)C(NC(=O)Nc1ccc(Cl)cn1)(Oc1ccccc1)C(F)(F)F (centres undefined),6,-8,1,-3,-13,-2,3,0,-4
CCOC(=O)Cn1nc(C)c(NC(=O)COc2ccccc2)c1C,16,-8,-6,1,-5,-6,-2,1,0
CCOC(=O)c1nnc(-c2ccccc2)nc1Sc1c(Cl)cccc1Cl,2,-5,-1,6,-4,-1,2,1,-3
CCOc1ccc(NC(=O)CSc2n[nH]c(N)n2)c([N+](=O)[O-])c1,-2,-7,1,0,-12,9,-6,-1,4

# Six entries from above, sorted by their value in p97 ATPase inh, high to low:
SMILES,NPY-Y2 PAM-ag,RBBP9 inhibitor,Hck-Nef inh,NPY-Y1 antag,MDM2 E3 inh,NPY1 pot ag,Runt-SMMHC FRET,Runt-CBFb FRET,p97 ATPase inh
Cc1ccccc1-c1nc(-c2ccc(NC(=O)c3ccc4c(c3)OCO4)cc2)no1,8,-2,14,9,-12,-15,-1,3,4
Cn1nnnc1SCc1cc(=O)[nH]c2ccccc12,3,3,-1,-1,-6,5,-2,2,2
CCOC(=O)Cn1nc(C)c(NC(=O)COc2ccccc2)c1C,16,-8,-6,1,-5,-6,-2,1,0
CSc1nsc(/C=C/Nc2ccc(C(=O)O)cc2)c1C#N,3,-4,21,-1,-72,17,-1,1,-2
CCOC(=O)c1nnc(-c2ccccc2)nc1Sc1c(Cl)cccc1Cl,2,-5,-1,6,-4,-1,2,1,-3
CCC(C)C(=O)Nc1nnc(SCC(=O)Nc2ccccc2F)s1 (centres undefined),-20,2,6,10,-7,-2,-1,-3,-4

# Further results:
SMILES,NPY-Y2 PAM-ag,RBBP9 inhibitor,Hck-Nef inh,NPY-Y1 antag,MDM2 E3 inh,NPY1 pot ag,Runt-SMMHC FRET,Runt-CBFb FRET,p97 ATPase inh
Cc1ccc(-c2csc(NC(=O)CSC3=NCCS3)n2)cc1,3,-7,7,9,0,1,1,0,-3
COC(=O)C1=C(C(=O)OC)[C@@H]2N(C)c3ccc(OC)cc3[C@@]23C[C@@H](C(=O)OC)N(S(=O)(=O)c2ccc([N+](=O)[O-])cc2)C3=N1,.,.,6,.,3,.,1,-2,.
O=C(Nc1ccccc1C(F)(F)F)N1CCCC(O)C1 (centres undefined),-5,-7,-4,3,-2,-20,3,1,5
CCOc1ccc(C(=O)Nc2cc(C)c3c(=O)oc4ccccc4c3n2)cc1,-3,-2,11,-1,-1,-9,-9,0,10
COC1C/C(=N\O)C2OC(c3ccccc3)OCC2O1 (centres undefined),4,-6,4,1,2,4,0,-1,7
COc1cc(/C=C2/CCc3ccccc3C2=O)cc(OC)c1OC,0,-3,0,-1,-1,-4,1,-1,-2
CCOC(=O)c1sc2nc(NC(=O)COc3ccccc3)sc2c1C,-13,5,4,5,-6,3,6,0,5
COc1cc(-c2noc(-c3ccco3)n2)cc(OC)c1OC,2,-5,3,-2,5,10,2,-1,2
Cc1c(-c2ccc(Br)cc2)nc2ccccn12,0,-13,3,2,-11,-1,-1,-1,4
O=C1NCCCC1C(=O)N1CCN(C(=O)c2ccco2)CC1 (centres undefined),3,-7,-1,1,-4,19,5,0,2
Cc1ccc(C(=O)COC(=O)C2CC(=O)N(c3nc(-c4ccccc4)cs3)C2)cc1 (centres undefined),-7,-2,2,2,-13,-17,-1,2,3
CCOCCCNC(=S)NNC(=O)CCn1nc(C)c(Br)c1C,-9,-4,0,2,7,-36,0,0,-4
COc1ccc(C(=O)N2CCN(C(=O)CC(C)C)CC2)cc1OC,18,-7,0,5,-1,-8,4,0,1
Cc1ccccc1NCC(=O)N/N=C/c1c(C)c(C(=O)c2ccc(Cl)cc2)n2ccccc12,-10,-3,4,-2,-5,8,-97,-39,6
O=C(CN1CCCCC1)Nc1ccc(N2CCCCCC2)cc1,17,-2,36,-2,8,25,4,7,1
COc1ccc(Cl)cc1N(CC(=O)NC1CC1)S(=O)(=O)c1ccc(C)c([N+](=O)[O-])c1,-4,-9,16,-2,-10,13,-2,-1,2
CCCNC(=O)NC(=O)COc1ccc2oc3ccccc3c2c1,-23,-3,5,10,-9,-20,0,0,-2
Cc1cccc(S(=O)(=O)c2c(N)n(-c3ccccc3)c3nc4ccccc4nc23)c1,0,-6,4,-2,.,-8,13,0,3
Cc1ccc(Cl)cc1N1CCN(CC(=O)NC2CCCc3ccccc32)CC1 (centres undefined),-5,-6,5,4,-7,-17,1,-4,-4
Nc1nc2ccccc2n1/N=C/c1ccc([N+](=O)[O-])s1,15,0,2,1,-23,13,9,-4,6
Cc1ccc(S(=O)(=O)N2CCCC2C(=O)OCc2nc3sc(C)c(C)c3c(=O)[nH]2)cc1 (centres undefined),6,-10,-22,-3,-3,-19,0,-4,0
CCOc1ccc(N2CSC(=S)N(c3ccc(OCC)cc3)C2)cc1,8,-6,8,.,-13,-18,-1,14,-3
Oc1ccccc1C1OCC2(CO1)COC(c1ccccc1O)OC2 (centres undefined),6,-9,3,-2,0,-20,1,0,-1
Cc1ccc2oc(-c3ccco3)cc(=O)c2c1,-11,-12,23,6,-14,1,0,0,8
S=c1[nH]nc(-c2cccnc2)n1/N=C/C(Cl)=C\c1ccccc1,9,-3,5,0,-1,-8,10,10,3
